# Screening data deposited in PubChem by several laboratories.
# GlmU inhibition: inhibition of mycobacterial GlmU enzyme – biochemical, glucosamine-1-phosphate acetyltransferase (AID 1376); M. tuberculosis GlmU acetyltransferase enzyme assay; higher % means a stronger effect; inhibition, %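 (tested at 30 µM in the primary screen)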, or IC50 in µM where a hit was titrated; hit rate 0.25% among 220,000; in the data active means inhibition above about 13%;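 further: 0% = complete reaction with vehicle and 100% = reaction without substrate; strong numbers were not always called active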
# RmlCD inh 1536: inhibitors of Mycobacterium tuberculosis RmlC and RmlD coupled enzymes | P9WH09+P9WH11 | RmlC+RmlD coupled enzyme assay, percent inhibition; primary screen in compound mixtures | inhibition, % at 3.6 µM | hit rate 0.03% among 160,000 | AID 1533; in the data active means inhibition mostly above about 34%, no sharp cut-off; further: some results filed as inactive read as strong as hits
# Target sequence (P9WH09 whole entry, looked up): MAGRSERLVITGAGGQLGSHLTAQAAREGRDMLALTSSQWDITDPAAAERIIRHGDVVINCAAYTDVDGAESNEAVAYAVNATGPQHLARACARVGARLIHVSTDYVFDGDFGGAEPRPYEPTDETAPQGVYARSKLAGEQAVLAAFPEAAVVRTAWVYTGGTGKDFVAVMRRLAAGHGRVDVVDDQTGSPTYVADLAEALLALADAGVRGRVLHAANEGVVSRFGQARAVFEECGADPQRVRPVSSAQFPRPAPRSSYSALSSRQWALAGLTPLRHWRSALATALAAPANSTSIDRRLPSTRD
# Target sequence (P9WH11 whole entry, looked up): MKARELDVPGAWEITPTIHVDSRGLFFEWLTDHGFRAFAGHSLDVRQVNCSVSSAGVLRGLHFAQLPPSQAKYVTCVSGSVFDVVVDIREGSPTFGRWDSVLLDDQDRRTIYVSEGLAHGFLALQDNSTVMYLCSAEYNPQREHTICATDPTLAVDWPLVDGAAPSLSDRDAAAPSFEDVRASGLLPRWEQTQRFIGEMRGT
# Starred values were filed as active, the others as inactive; · = no result given.
Molecule | GlmU inhibition | RmlCD inh 1536
CC1(C)CCCN(C(=O)c2coc(=O)c(Br)c2)C1 | 21µM* | 10
C=CCNc1cnn(-c2ccccc2)c(=O)c1Cl | 1.1% | 1
COc1ccccc1NS(=O)(=O)c1cc(NC(=O)c2ccncc2)ccc1N1CCCC1 | 10% | 6
CC(C)NS(=O)(=O)c1ccc(NC(=O)C2CCCCC2)cc1 | 0.1% | -6
COC(=O)c1[nH]c(C)c(/C(O)=C2\C(=O)C(=O)N(CCN(C)C)C2c2cc(OC)ccc2OC)c1C (stereo not given) | -4.3% | ·
COCCCn1c(SCC(=O)OC2CCCCC2)nnc1-c1ccco1 | -0.1% | ·
OCCNCCCCSc1ccc(Cl)cc1 | -1.2% | 1
COc1cc(NS(=O)(=O)c2ccc(NC(=S)NC(=O)C3CCCC3)cc2)nc(OC)n1 | 2.1% | -7
CCC(=O)Nc1ccc(C(=O)n2ccc(C)n2)cc1 | · | -1
C=CCSc1nnc(NC(=O)c2cn(CC)c3nc(C)ccc3c2=O)s1 | 3.5% | 4
COc1cc(-c2cc(C(=O)Nc3ccc(S(=O)(=O)NCc4ccco4)cc3)c3ccccc3n2)cc(OC)c1OC | 1.5% | ·
Cc1nc(C)c(Oc2cccc(C(F)(F)F)c2)c(=O)[nH]1 | -5.5% | -7
CC(/C=C/c1ccco1)=N\NC(=O)c1cc(Cl)ccc1O | 10% | -11
COc1c2occc2cc2ccc(=O)oc12 | 2.1% | 2
CCOC(=O)C(=CNc1cc(C)nn1-c1ccc(Cl)cc1)C(=O)OCC | 1.6% | 5

# An excerpt of these results, as labelled records:
mol: CC1(C)CCCN(C(=O)c2coc(=O)c(Br)c2)C1
  GlmU inhibition: 21µM*; RmlCD inh 1536: 10

mol: COc1c2occc2cc2ccc(=O)oc12
  GlmU inhibition: 2.1%; RmlCD inh 1536: 2

mol: Cc1nc(C)c(Oc2cccc(C(F)(F)F)c2)c(=O)[nH]1
  GlmU inhibition: -5.5%; RmlCD inh 1536: -7

mol: C=CCSc1nnc(NC(=O)c2cn(CC)c3nc(C)ccc3c2=O)s1
  GlmU inhibition: 3.5%; RmlCD inh 1536: 4

# (continued)
Molecule | GlmU inhibition | RmlCD inh 1536
O=c1[nH]c2ccc(Br)cc2c(-c2ccccc2)c1CN1CCOCC1 | 9.7% | -5
CCOC(=O)c1cc(-c2cccnc2)nn1-c1ccccc1C | -1.7% | -13
O=C(COc1ccccc1)NCC(=O)NC1CCCCC1 | 1.4% | 3
COCCCn1c(SCc2nnc(-c3ccc(OC)c(OC)c3)o2)nc2ccccc2c1=O | 4.4% | ·
Cn1cc(S(=O)(=O)NCc2ccc(Cl)cc2)c(=O)n(C)c1=O | -2.8% | 7
O=C1CC(c2cccc(Cl)c2)CC(O)=C1C=Nc1ccccc1 (stereo not given) | -8.6% | 9
CSc1nccc(-c2c(-c3ccc(Cl)cc3)noc2C)n1 | 2.5% | -5
O=C(Nc1ccc(Cl)cc1)c1ccc(OC2CSC2)cc1 | -2.7% | 11
CCCCNC(=O)Oc1c(Br)cc2sc(=O)oc2c1Br | 14%* | 4
N#CC(=C1SC=CS1)c1nc(-c2ccccc2)cs1 | -0.7% | -5
C=CCn1c(SCc2cc(=O)n3ccsc3n2)nc2cc(Cl)ccc2c1=O | 0.9% | 7
CCC(C)NC(=O)C1c2ccccc2Oc2ccccc21 (stereo not given) | -1.9% | 11
NC(=O)C1CCN(Cc2nnnn2Cc2ccco2)CC1 | -3.1% | 2
CC(c1ccncn1)N(C)Cc1nc(-c2ccc(C(F)(F)F)cc2)no1 (stereo not given) | -1.8% | -9
COc1cccc(CNC(=O)CCCCCn2c(=S)[nH]c3ccc(N4CCOCC4)cc3c2=O)c1 | 2.9% | ·

# Retrieved by structure from the entries so far, five records:
Molecule | GlmU inhibition | RmlCD inh 1536
CC(C)NS(=O)(=O)c1ccc(NC(=O)C2CCCCC2)cc1 | 0.1% | -6
CSc1nccc(-c2c(-c3ccc(Cl)cc3)noc2C)n1 | 2.5% | -5
CC(c1ccncn1)N(C)Cc1nc(-c2ccc(C(F)(F)F)cc2)no1 (stereo not given) | -1.8% | -9
COc1cc(NS(=O)(=O)c2ccc(NC(=S)NC(=O)C3CCCC3)cc2)nc(OC)n1 | 2.1% | -7
CCOC(=O)C(=CNc1cc(C)nn1-c1ccc(Cl)cc1)C(=O)OCC | 1.6% | 5

# Next entries.
Molecule | GlmU inhibition | RmlCD inh 1536
CCOC(=O)C1=C(C)N(CCCC(=O)O)C(=O)NC1c1ccc(C(F)(F)F)cc1 (stereo not given) | -3.9% | ·
CC(C)CC(c1nnnn1Cc1ccccc1)N1CCN(C(=O)c2ccco2)CC1 (stereo not given) | 9.2% | ·
O=c1cc(-c2ccccc2)[nH][nH]1 | 5.4% | ·
Cc1cc(N2C(=O)C3C4C=CC(C4)C3C2=O)no1 (stereo not given) | 2.7% | ·
O=C(CN1C(=O)c2ccccc2C1=O)NCCc1c[nH]c2ccccc12 | 0.6% | 4
O=Cc1ccc(N2CCCC2)c([N+](=O)[O-])c1 | -1.7% | 8
CCN(CC)S(=O)(=O)c1ccc(-c2nnc(SCc3nnc(-c4ccccc4)o3)o2)cc1 | 2.7% | -6
COc1cc(/C(C)=N/NC(=O)CN2CCN(S(=O)(=O)c3ccc(C)cc3)CC2)ccc1O | 7.6% | -14
COc1cc(/C=N\NC(=O)CNC(=O)c2cccc([N+](=O)[O-])c2)ccc1O | -0.8% | ·
N#Cc1ccc(Oc2ccc(-c3nc4ccccc4nc3-c3ccccc3)cc2)cc1C#N | 6.2% | ·
CCN=C1SC(C(=O)Nc2cccc(C)c2)CC(=O)N1CC (stereo not given) | 8.0% | 8
COc1ccc(S(=O)(=O)N(CCN2CCOCC2)Cc2cc(OC)ccc2OC)cc1 | 2.4% | ·
CCn1c(SCC(=O)OC)nnc1-c1ccc(C)cc1 | 3.2% | 8
O=C(Nc1c(F)cccc1F)c1cnc(N2CCN(c3ccccn3)CC2)c2ccccc12 | -3.8% | 9
O=C(Nc1ncc2c(n1)-c1ccccc1CC2)C1CC1 | -2.5% | 8
Cc1cc(C(=O)NCCc2ccccc2)c2cc(F)ccc2n1 | -3.8% | 4
Cc1ccc(C(=O)NN2C(=O)C3C4c5ccccc5C(c5ccccc54)[C@@H]3C2=O)cc1 (stereo not given in full) | -1.1% | 4
C#C[C@]1(O)CC[C@H]2[C@@H]3CCC4=Cc5oncc5C[C@]4(C)[C@H]3CC[C@@]21C | -0.9% | ·
CCOc1ccc(CCNC(=O)C2CCN(c3nn4c(=O)cc(C)nc4s3)CC2)cc1 | -2.7% | -7
O=C1CC(C(=O)Nc2ccccc2)C2(CCCC2)O1 (stereo not given) | -0.7% | -2
CCC1(C)Cc2c(C#N)c(N)sc(=S)c2CO1 (stereo not given) | -2.6% | ·
Cc1ccc(C(=O)Nc2cccnc2N2CCN(C)CC2)cc1 | -3.0% | -2
N#Cc1cccnc1N1CCN(C(=O)COCC(=O)O)CC1 | 1.4% | 6
N/C(=N\OC(=O)CC1CCCCC1)c1ccc([N+](=O)[O-])cc1 | 0.5% | 5
COc1ccc(CN2CCNC(=O)C2CC(=O)N2CCCCO2)cc1OC (stereo not given) | 1.6% | -2
COc1ccc(C(=O)NC2CC(C)(C)Cc3occc32)cc1 (stereo not given) | -1.5% | 0
CCOc1ccc(NC(=O)C2CC(=O)N(C(C)C)C2)cc1 (stereo not given) | · | 8
CCOc1ccccc1C1CC(=O)NC(SCC)=C1C#N (stereo not given) | -0.5% | -1
COC(=O)c1ncn(C2OC(COC(C)=O)C(OC(C)=O)C2OC(C)=O)n1 (stereo not given) | 6.9% | -8
CN(C)NC(=O)C(NC(=O)c1ccc(N)cc1)C12CC3CC(CC(C3)C1)C2 (stereo not given) | 4.8% | -13
CC1=C(C(N)=O)C(c2ccccc2)n2nc(-c3cccc(C)c3)nc2N1 (stereo not given) | -1.0% | 6
O=C1C(Cc2ccc(O)cc2)NC(=S)N1Cc1ccccc1 (stereo not given) | 4.2% | 4
CCCN1CCN(C(=O)c2nn(-c3ccc(OC)cc3)c(=O)c3c2c2ccccc2n3C)CC1 | -3.8% | 7
CC(C)(C)C1CCC(OCC(O)CN2CCCC2)CC1 (stereo not given) | 4.4% | 5
O=C(N/N=C/c1ccc(O)c(O)c1)c1ccc(CSc2cccc3cccnc23)cc1 | 2.3% | 7
CCCCNC(=O)CCn1c(=O)c2ccccc2n(Cc2cc(C)ccc2C)c1=O | 2.4% | -10
Cc1ccc(-n2nc(C(=O)NCc3ccco3)c3c4ccccc4n(C)c3c2=O)cc1 | · | -12
O=C(Cn1cc(C(F)(F)F)cc(Cl)c1=O)NCCc1ccccc1 | -6.2% | ·
Cc1c(NS(=O)(=O)c2ccc(Cl)c(C(=O)OCC(=O)NCc3ccco3)c2)c(=O)n(-c2ccccc2)n1C | -3.5% | -2
CN(C)c1ccc(P(=O)(Nc2cccc(C(F)(F)F)c2)N2CCOCC2)c(NC(=O)c2cccs2)c1 (stereo not given) | -3.7% | ·
O=C1NC(c2ccccc2)=C(c2nc3ccccc3s2)C(c2ccccc2)N1 (stereo not given) | 5.4% | 10
O=C(C1Cc2ccccc2CN1S(=O)(=O)c1ccc(F)cc1)N1CCCCCC1 (stereo not given) | 11% | 6
COc1ccc(C(=O)NCc2cccnc2)cc1S(=O)(=O)N1CCCc2ccccc21 | -0.1% | -17
NC(=O)C(c1ccccn1)c1ncc(C(F)(F)F)cc1Cl (stereo not given) | -8.1% | 11
COc1ccc(C(=O)Nc2ccc(O)cc2C(=O)O)cc1 | 4.1% | -3
Cc1cccc(NC(=O)C(C)OC(=O)c2ccccc2NS(=O)(=O)c2cc(C)c(C)c([N+](=O)[O-])c2)c1 (stereo not given) | 0.1% | 10
O=C(O)CCCN1C(=O)/C(=C/C=C/c2ccco2)SC1=S | 5.3% | -4
Oc1oc(-c2ccccc2)nc1C=NCc1ccccc1 | 2.9% | -2
O=C1CC(SCc2nc3ccccc3[nH]2)C(=O)N1c1cccc(Cl)c1 (stereo not given) | 7.0% | 15
Cc1ccc(C(=O)c2cnc3cc4c(cc3c2S(=O)(=O)c2ccccc2)OCCO4)cc1 | -3.3% | -3
O=C(Nc1ccc(NC(=O)c2cccs2)cc1)c1cccnc1 | -0.2% | -3
O=C(O)CC1(CC(=O)NCc2ccncc2)CCCCC1 | -4.8% | 3
CC(C)(C)n1ncc2c(=O)n(CC(=O)N3CCCCC3)cnc21 | -6.5% | -8
NC(=O)COc1ncnc2scc(-c3ccc(F)cc3)c12 | -2.7% | ·
FC(F)(F)c1ccc2c(c1)[nH]c(=S)n2C1CC1 | 4.2% | 11
CCCSc1nnc(NC(=O)c2ccco2)s1 | -5.3% | 4
C#CCOCCOCCOCCNc1nc(N2CCN(C(=O)[C@H](CCC(=O)O)n3cc(C(N)[C@H](C)CC)nn3)CC2)nc(N2CCN(C(=O)[C@H](CCC(=O)O)n3cc(C(N)[C@H](C)CC)nn3)CC2)n1 (stereo not given in full) | 3.7% | ·
CCC(Oc1cc(Cl)ccc1Cl)C(=O)NNC(=O)CCC(=O)O (stereo not given) | -1.8% | -6
O=C(CCn1cnnn1)Nc1ccc(F)cc1 | 5.8% | 8
CN(C(=O)NC1CCCCC1)c1ccccc1 | -6.3% | -10

# Additional compounds follow:
Molecule | GlmU inhibition | RmlCD inh 1536
COCCn1c(SCC(N)=O)nnc1-c1c[nH]c2ccccc12 | -2.0% | -6
COc1ccccc1-c1coc2cc(O)cc(O)c2c1=O | -0.5% | -7
COc1ccc(OC)c(NC(=O)CCNS(=O)(=O)c2ccc3c(c2)c(=O)n(C)c(=O)n3C)c1 | -2.4% | 8
Cn1c(=O)n(C)c2cc(S(=O)(=O)NCc3ccco3)ccc21 | 3.8% | 6
Cn1cccc1Cc1nnc(SCC(=O)NCCc2ccccc2)n1C | -7.2% | ·
COC(=O)[C@@H]1C[C@H]2CC[C@H](O)C[C@H]2N1Cc1ccc(C(F)(F)F)cc1 | 0.7% | ·
CCCCCOc1ccc(C2C(C(C)=O)=C(C)Nc3ncnn32)cc1OC (stereo not given) | · | 21
CN(C)C(=O)Nc1cnc2ccccc2c1 | -2.8% | ·
CN1CCC(NC(=O)Nc2ccc(Br)cc2)CC1 | 5.9% | 58
Cc1ccc2nc(NC(=O)CCCc3nc4ccccc4s3)sc2c1 | -4.1% | -6
Cc1nn(C)cc1C(C)Nc1nc2nonc2nc1N1CCCCC1 (stereo not given) | -1.1% | -7
CC1CCN(c2ccc([N+](=O)[O-])cc2C(N)=O)CC1 | 3.1% | -9
CCN(CC)c1ccc(/C=N/NS(=O)(=O)c2ccc(C)c([N+](=O)[O-])c2)cc1 | -4.3% | 18
COc1ccc(Cl)cc1NC(=O)C(=O)NCc1ccncc1 | -1.4% | 5
CSCCNCc1c(C(=O)N2CCOCC2)nc2c(C)cccn12 | 3.8% | 3
CCN(CC)c1ccc(NC(=S)NCC2CCCO2)cc1 (stereo not given) | -0.5% | ·
CCOc1cc(NC(=S)Nc2ccc(Cl)cc2)c(OCC)cc1NC(C)=O | 0.3% | -4
O=C(c1ccc(Br)o1)N1CCN=C1SCc1cccnc1 | -2.4% | ·
O=C(c1ccccc1F)c1cn(CC(=O)N2CCOCC2)c2ccccc12 | 0.2% | -5
CCOC(=O)c1c(NC(=O)CN2CCCCC2)sc(C)c1C | -1.6% | 1
CCOC(=O)n1c(=O)n(C)c2ccc(Cl)cc21 | 9.2% | -9
CCOC(=O)C(O)(c1ccc(NC(=O)Oc2ccccc2)cc1)C(F)(F)F (stereo not given) | 2.5% | -8
N=C1C(c2nc(-c3cccc([N+](=O)[O-])c3)cs2)=C(O)CN1NC(=O)c1ccco1 | -3.0% | -8
CN(C)c1cccc(C(=O)Nc2cc(C(F)(F)F)ccc2-n2cnc3ccccc32)c1 | -1.3% | -7

# Only part of the results is shown. The share of hits here may be higher or lower than overall.
